Texas Red fluor – qHTS Assay for Spectroscopic Profiling in Texas Red Spectral Region | Compound fluorescence, Texas Red channel, 547/618 nm; stronger effect = higher value | max dye-equivalent concentration, M | 0.06% of 59,000 active; in the data active = max dye-equivalent concentration above about 10 nM; inconclusive = between about 1.1 nM and that limit
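Spectral interference profiling: each compound concentration's relative fluorescence, read with a 547 nm excitation and 618 nm emission filter pair, was normalized to a per-plate Texas Red standard curve.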
GFP derepression – qHTS Assay for Epigenetic Modulators; mouse C127i GFP locus derepression, cytometry, 30 h; Potency, µM (top dose mostly 46.1 µM), without a hit: top-dose GFP derepression (activation); 0.09% of 68,000 active; also: % of control where 0% means no effect
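Locus derepression in mouse mammary C127i cells whose integrated CMV-GFP reporter is normally silent; GFP expression after 30 h compound treatment was quantified by counting fluorescent cells.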
Hsp90 Hop PPI – qHTS Assay for Disrupters of an Hsp90 Co-Chaperone Interaction; Hsp90 C-terminal peptide / TPR2A (Hop) interaction, human; AlphaScreen TPR2A-His6 binding biotin-Hsp90 C-terminal peptide; Potency, µM (series often up to 57 µM), without a hit: top-dose activity change, negative = inhibition; 0.44% of 71,000 active; AID 595, 2007; active = well fitted curve in either direction with a large enough effect; inconclusive = small, poorly fitted or top-dose-only effect, or another doubt; also: potency is read from the fitted curve at half-maximal effect; % is scaled to controls: 0 for no effect and ±100 for the full control effect; many of its hits are not listed in these tables
CRE Fsk mod – Cell signaling CRE-BLA (Fsk stim) | CHO CRE-bla reporter (cAMP response element driving beta-lactamase), forskolin EC10, beta-lactamase ratio | Potency, µM (series often up to 38.2 µM), without a hit: top-dose activity change, negative = inhibition, most hits filed as activators | 2.5% of 71,000 active | AID 662, 2007; active = well fitted activation curve with a large enough effect in the signal ratio, with a control signal flat, not every such curve was filed as active; inconclusive = small, poorly fitted or top-dose-only effect, or effect the other way, or a change in a side signal; the % refers to the signal ratio; also: potency is read from the fitted curve at half-maximal effect; % of control where 0% means no effect
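Modulation of forskolin signalling: compounds in titration series added with EC10 NKH 477 to CHO cells carrying a CRE-driven beta-lactamase reporter, 3 h, 37C. CCF4 FRET ratio (460/530 nm, ex 405 nm) gives %activity and AC50.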
FLuc inh – qHTS Assay for Inhibitors of Firefly Luciferase. Luciferin 4-monooxygenase (Photinus pyralis), P08659. purified firefly luciferase, luminescence, 8 min. 2.2% of 72,000 active. AID 411, 2009. Potency, µM (highest dose often 57.1 µM), for the others: at the highest dose activity change, negative = inhibition, hits mostly inhibitors; also: potency is read from the fitted curve at half-maximal effect; % is scaled to controls: 0 for no effect and ±100 for the full control effect; nearly all actives have a fitted effect of over 40% in size
Target sequence (P08659 whole entry, looked up): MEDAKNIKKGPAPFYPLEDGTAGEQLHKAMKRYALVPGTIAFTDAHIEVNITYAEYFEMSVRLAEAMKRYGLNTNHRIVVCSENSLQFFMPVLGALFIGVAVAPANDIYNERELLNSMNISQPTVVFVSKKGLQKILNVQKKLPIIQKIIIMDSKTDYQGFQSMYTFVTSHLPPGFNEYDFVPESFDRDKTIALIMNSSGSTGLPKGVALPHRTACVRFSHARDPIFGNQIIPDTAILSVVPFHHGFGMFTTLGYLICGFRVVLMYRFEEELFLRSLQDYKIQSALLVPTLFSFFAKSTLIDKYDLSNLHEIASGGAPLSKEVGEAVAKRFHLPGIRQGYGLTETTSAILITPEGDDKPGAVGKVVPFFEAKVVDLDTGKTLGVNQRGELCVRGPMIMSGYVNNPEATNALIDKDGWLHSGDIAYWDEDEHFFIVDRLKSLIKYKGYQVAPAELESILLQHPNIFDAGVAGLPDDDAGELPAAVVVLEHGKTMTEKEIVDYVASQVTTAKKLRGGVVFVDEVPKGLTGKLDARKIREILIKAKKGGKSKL
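Substrate buffer containing 10 uM ATP (pH 7.2 imidazole, Mg2+, KCl, detergent, BSA) is dispensed, compound pinned in, then luciferase/luciferin detector mix added. After 8 min at ambient temperature, light output is measured.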
A350 fluor – qHTS Assay for Spectroscopic Profiling in A350 Spectral Region; 11% of 59,000 active; AID 590, 2007; max dye-equivalent concentration, M; Compound autofluorescence, 340/450 nm, Alexa 350 dye-equivalents; stronger effect = higher value; in the data active = max dye-equivalent concentration above about 10 nM; inconclusive = mostly about 1.1 nM to 9.6 nM
HBB splice mod – qHTS Assay for Modulators of Hemoglobin Beta Chain Splicing. HBB splicing reporter cell assay, activation; EGFP reporter with mutant IVS2-654 intron; response scale: normalised to 500 nM splice-correcting PNA. Potency, µM (highest dose often 46.1 µM), for the others: at the highest dose activation, hits mostly activators. AID 925, 2007. 0.06% of 65,000 active; also: potency is read from the fitted curve at half-maximal effect; 0% is about no effect
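HeLa cells stably expressing EGFP interrupted by mutant beta-globin intron 2 (IVS2-654), 500/well in 2% FCS. Treated with compound for 2 days at 37C. Splicing correction scored as total well GFP intensity (488 nm excitation, 500-520 nm emission); 500 nM antisense PNA served as control.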
Fluorescein fluor – qHTS Assay for Spectroscopic Profiling in Fluorescein Spectral Region; AID 593, 2007; 0.91% of 59,000 active; max fluorescein-equivalent concentration, M; Compound autofluorescence, 480/540 nm, fluorescein-equivalent; stronger effect = higher value; in the data active = max fluorescein-equivalent concentration above about 10 nM; inconclusive = between about 1.1 nM and that limit
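Read-out is intrinsic compound fluorescence at 480/540 nm (excitation/emission), expressed as dye-equivalent concentration using a fluorescein standard series run on every plate. Compounds sat 15 min at room temperature in 100 mM Tris, pH 8.0.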
4MU fluor – qHTS Assay for Spectroscopic Profiling in 4-MU Spectral Region | compound autofluorescence, 340/450 nm, 4-MU equivalents; stronger effect = higher value | max dye-equivalent concentration, M | 11% of 59,000 active | AID 589, 2007; in the data active = max dye-equivalent concentration above about 10 nM; inconclusive = mostly about 1.1 nM to 9.6 nM
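Compounds in 100 mM Tris, pH 8.0, sat 15 min at room temperature before fluorescence was read at 340 nm excitation/450 nm emission; a per-plate six-point 4-MU standard curve converted signals to dye-equivalent concentration at each compound concentration.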
ERK AVP inh – qHTS Assay for Inhibitors of the ERK Signaling Pathway using a Homogeneous Screening Assay; HEK293-V1b, vasopressin-stimulated pERK AlphaScreen; Potency, µM (series often up to 57.5 µM), inactives show at the top dose activity, negative = inhibition, usual class: inhibitors; 0.99% of 72,000 active; also: potency is read from the fitted curve at half-maximal effect; % is scaled to controls: 0 for no effect and ±100 for the full control effect; nearly all actives have a fitted effect of over 55% in size
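HEK293 cells stably expressing V1b receptor, seeded overnight in 1% FBS, were treated with compounds for 30 min at 37C, then stimulated 5 min with 25 nM vasopressin; phospho-ERK read by AlphaScreen SureFire after lysis.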
Ub-GFP proteasome – Ubiquitin-GFP Assay; AID 526, 2006; Potency, µM (highest dose often 45.9 µM), for the others: top-dose activation (GFP accumulation), usual class: activators; 67,000 tested, under 10 active; Ubiquitin-GFP reporter cells, proteasome inhibition, GFP fluorescence; response scale: untreated = 0%, 10 µM MG-132 = 100%; active = well fitted activation curve with a large enough effect, not every such curve was filed as active; inconclusive = small, poorly fitted or top-dose-only effect, or another doubt; inactive = no such curve, though single readings can be large or run the other way; also: potency is read from the fitted curve at half-maximal effect
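U2OS cells stably expressing ubiquitin(G76V)-GFP, seeded overnight in 0.5% FBS medium, were exposed to compounds (qHTS, 46 uM to 2.9 nM) for 4 hr at 37 °C. GFP-positive cells were counted by laser cytometry (488 ex/515 em), normalized between basal and 10 uM MG-132.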
Active calls of the source: *; i = inactive; ? = inconclusive; nt = not tested or not shown; [ ] = another dose, or the depositor's remark. Unless noted, calls follow the shape of the dose curve; as a rule, active = well fitted curve in the direction sought with a large enough effect; inconclusive = small, poorly fitted or top-dose-only effect, or another doubt; inactive = no such curve, though single readings can be large; an effect the other way counts as inactive or inconclusive.

SMILES | Texas Red fluor | GFP derepression | Hsp90 Hop PPI | CRE Fsk mod | FLuc inh | A350 fluor | HBB splice mod | Fluorescein fluor | 4MU fluor | ERK AVP inh | Ub-GFP proteasome
CSc1ncccc1C(=O)OCC(=O)N1CCOCC1 | i | 1% | ? | -4% | 3% | ? | -1.5% | ? | ? | 7% | 1%
Cc1ccc(NC(=O)C2CCCN(S(=O)(=O)c3c(C)noc3C)C2)cc1F (stereo unspecified) | i | 0% | -5% | -1% | 2% | i | 0.7% | i | i | 3% | -4%
CCN1C(=O)c2cccc3c(NC(=O)c4ccc5c(c4)OCCO5)ccc1c23 | i | 13µM* | -2% | 2.5µM* | 1% | i | -0.5% | 5.5e-08M* | i | 14% | 15%
COCCNC(=O)CSc1nc2cc(OC)c(OC)cc2c(=O)n1CCC1=CCCCC1 | i | 2% | -1% | 1% | 6% | i | 5.0%[0.369 µM] | i | i | -8% | -6%
Cc1ccc(S(=O)(=O)N2CCC(C(=O)OCC(=O)N3CCc4ccccc43)CC2)cc1 | ? | -1% | 1% | ? | -1% | i | -2.1% | i | i | 3% | 0%
O=C(NCCN1CCCCCC1)C1CC(=O)N(CCc2ccccc2)C1 (stereo unspecified) | ? | 2% | -2% | 1% | 0% | i | -1.4% | i | i | 15% | -5%
Cc1cc(C)nc(Nc2n[nH]c(Cc3ccccc3)n2)n1 | i | 6% | -2% | 0% | -1% | i | 0.7% | ? | i | 7% | 3%
O=C(O)c1nnsc1-c1csnn1 | i | 5%[9.22 µM] | 3%[11 µM] | -11%[7.6 µM] | 0%[11.4 µM] | i | 4.1%[9.22 µM] | i | i | -13%[11.5 µM] | 0%[9.17 µM]
O=C(CC1C(=O)NCCN1C(=O)Nc1ccccc1)Nc1ccc2c(c1)OCO2 (stereo unspecified) | ? | 4% | -4% | 12% | 7% | ? | 0.5%[1.84 µM] | i | i | -9% | 3%
Cn1c(=O)c2[nH]c(CCCCc3nc4ccccc4[nH]3)nc2n(C)c1=O | i | -1%[9.22 µM] | ? | 4%[7.6 µM] | 2%[11.4 µM] | i | 3.8%[9.22 µM] | i | i | 17%[11.5 µM] | -12%[9.17 µM]
CC1(C)Cc2ccccc2-c2nc3ccccc3c(=O)n21 | nt | 1% | 9% | ? | 3% | nt | -0.5% | nt | nt | 41%[activator] | -6%
O=C(CN1CCN(c2ccc(F)cc2)CC1)Nc1ccc(F)c(F)c1 | i | -1% | -7% | ? | 2% | i | -2.6% | ? | i | -12% | -5%
CC1(C)CC(=O)C=C(NC2CC(C)(C)NC(C)(C)C2)C1 | nt | -2% | -1% | -1% | 2% | nt | 0.0% | nt | nt | -12% | 1%
CCSc1nnc(NC(=O)c2cnccn2)s1 | nt | -2% | -11% | -6% | 1% | nt | -0.5% | nt | nt | 2% | 8%
CC1(C)CC2(CCO1)CNC(=O)O2 (stereo unspecified) | nt | -2% | 0% | 2% | 1% | nt | 0.1%[9.22 µM] | nt | nt | -1% | 6%
c1ncc(-c2ccoc2)c(NC2CC2)n1 | i | 0%[9.22 µM] | -3% | 1% | -1%[2.29 µM] | i | 0.8% | ? | i | -1% | -7%
O=C(NC1CCCC1)C1CCC(=O)N1C1CCCC1 (stereo unspecified) | ? | 6% | -7% | 11% | 0% | i | 1.1% | i | i | 10% | 0%
O=C(/C=N/O)Nc1ccccc1 | i | -1% | -3% | ? | 3% | i | -0.7% | ? | i | -6% | -2%
COC(=O)C1CCN(C(c2ccc(OC)c(OC)c2)c2sc3nc(C)nn3c2O)CC1 (stereo unspecified) | nt | nt | 0% | -11% | 1% | nt | 0.4% | nt | nt | nt | 6%
COc1cc(OC)c(C2N(c3ccc(Cl)cc3)C(=O)C3CCCN32)cc1OC (stereo unspecified) | nt | 3% | -5% | 5% | 1% | nt | 0.1% | nt | nt | ? | -3%
O=C(c1cc2nc(-c3ccco3)cc(C(F)(F)F)n2n1)N1CCCc2ccccc21 | i | 1% | -4% | -5% | -2% | ? | nt | i | ? | -10% | -4%
CN(C)C(CNC(=O)CSc1nnc(-c2ccco2)o1)c1ccccc1 (stereo unspecified) | ? | -3% | -2% | 1% | 2% | ? | 0.9%[57.5 µM] | ? | i | 9% | 0%
COc1ccc(NC(=O)N2CCCC3(CCNCC3)C2)cc1 | i | -2%[9.22 µM] | 4% | -3% | 1%[11.4 µM] | i | 1.4% | i | i | 6% | -14%
CCCc1cc(C(=O)NCCc2ccc(OC)c(OC)c2)no1 | nt | 3% | -1% | 7% | 1% | nt | -0.2% | nt | nt | 2% | -12%
O=C(COC(=O)Cc1cn2ccsc2n1)Nc1nc2ccccc2s1 | ? | -2% | -3% | -13% | -2% | i | -4.8% | ? | i | ? | -6%
(listing goes on)
SMILES | Texas Red fluor | GFP derepression | Hsp90 Hop PPI | CRE Fsk mod | FLuc inh | A350 fluor | HBB splice mod | Fluorescein fluor | 4MU fluor | ERK AVP inh | Ub-GFP proteasome
C=CCn1c(COc2ccccc2F)nnc1SCC(=O)N1CC(=O)Nc2ccccc21 | i | -2% | -3% | -9% | 0% | i | 0.0%[57.5 µM] | i | i | -5% | 7%
COc1ccc(-c2nn(-c3ccccc3)cc2C(=O)N2CCOCC2)cc1 | ? | 0% | -3% | 0% | 0% | i | 1.3%[57.5 µM] | i | i | 20% | -5%
Cc1ccc(S(=O)(=O)C(C#N)c2nc3ccccc3nc2N2CCCC2)cc1 (stereo unspecified) | ? | 0% | -19% | ? | 1% | 1.4e-07M* | 3.0% | ? | 1.4e-07M* | ? | 13%
CSc1ncccc1C(=O)OCC(=O)Nc1cc(C(F)(F)F)ccc1N1CCOCC1 | ? | -4% | 6% | 13µM* | 0% | i | -0.5%[57.5 µM] | i | i | 11% | -1%
C=CCn1c(SCc2cc(=O)n3ccsc3n2)nc2sc(C)c(C)c2c1=O | ? | 2% | -1% | ? | 2% | i | -6.6% | ? | i | -3% | 3%
O=C(OCc1nnc(-c2ccccc2)o1)c1cn(-c2ccccc2)nc1-c1ccccc1 | ? | ? | 23% | ? | -1% | i | 7.4%[1.84 µM] | ? | i | 25% | 10%
Cc1cccc(C2N(c3nccs3)C(=O)C3CCCN32)c1 (stereo unspecified) | i | -2% | 0% | -3% | 0% | i | -2.7% | i | i | -3% | -6%
O=S(=O)(Nc1ccccc1Cl)c1ccc(F)cc1 | i | 0% | 0% | 3% | 0% | ? | -0.8% | i | ? | -4% | 15%
Cc1cccc2cc(CN(CCN3CCCC3)C(=O)NC3CCCCC3)c(=O)[nH]c12 | i | -1% | -8% | ? | 3% | i | nt | i | i | 1% | 3%
Cc1nn(-c2ccc(Cl)cc2)c(N)c1C(O)(CSc1nccn1C)C(F)(F)F (stereo unspecified) | ? | 0% | -14% | ? | -40% | i | -0.8% | ? | i | -14% | -2%
O=S(=O)(/N=C(/Nc1cc(N2CCOCC2)ncn1)c1ccccc1)c1ccccc1 | i | 10% | ? | 8% | 3.2µM* | ? | -0.8% | i | i | 17% | 6%
O=c1c2ccccc2nc(SCc2cccc(F)c2)n1Cc1ccco1 | ? | 6% | 28% | 1% | 1% | i | 0.8% | ? | i | 108%[activator] | -4%
CN(C)c1ccc(NC(=O)c2sc(SCC(=O)Nc3nccs3)nc2N)cc1 | i | -3%[20.6 µM] | nt | nt | 4µM* | i | nt | i | i | nt | nt
Cc1ccc(-c2nnc(CSc3nnc(COc4ccccc4)n3-c3ccccc3)o2)cc1 | ? | 3% | -1% | 1% | 7% | i | nt | i | i | 2% | -2%
Cc1ncc(CSc2nc3ccccc3[nH]2)c(N)n1 | i | 0% | 2% | 7% | -3% | i | -0.1%[57.5 µM] | i | i | -25% | -1%
CC(NC(=O)Nc1ccc2c(c1)OCO2)C1CCCO1 (stereo unspecified) | i | 5% | -5% | -1% | -18% | i | 7.3% | i | i | -6% | -4%
C=COCCNC(=O)C1CC(=O)N(c2ccc(C)cc2)C1 (stereo unspecified) | i | 4% | 1% | -3% | -7% | ? | -0.3%[57.5 µM] | ? | ? | -13% | 0%
COc1ccc(C(=O)n2nc(-c3ccc(C)cc3)nc2N)cc1OC | i | -1% | -2% | 16% | 5% | 3.1e-08M* | 0.1%[57.5 µM] | i | 3.5e-08M* | -13% | 4%
COc1ccc(CNC(=O)c2cc(-c3ccco3)on2)cc1 | i | 0% | 0% | ? | 1% | i | -2.8% | i | i | 13% | 0%
O=C(NCCN1CCN(c2ccccc2F)CC1)c1cccn2c(=O)c3ccccc3nc12 | i | 4% | 4% | ? | 0% | ? | -0.8% | ? | ? | -5% | -1%

Screening results from PubChem.

These rows are one share of the data (hit frequency here may not be typical).
